NCI-60 one-dose screen, 48 h, at 10 µM unless noted. Numbers give growth in % (100 = growth as untreated, 0 = no growth, -100 = all killed).
MOLT-4 = MOLT-4 leukemia cells; actives 6.9% (n = 80,000)
HOP-92 = HOP-92 NSCLC cells | actives 6.3% (n = 71,000) | AID 1794738
HOP-62 = HOP-62 NSCLC. actives 3.9% (n = 80,000). AID 1794735
K-562 = K-562 leukemia; actives 7.4% (n = 78,000); AID 1794777
MDA-MB-435 = MDA-MB-435 melanoma | actives 7.8% (n = 82,000) | AID 1794794
RPMI-8226 = RPMI-8226 leukemia cells. AID 1794781. actives 7.5% (n = 77,000)
SR = SR leukemia cells; actives 8.7% (n = 73,000)
CCRF-CEM = CCRF-CEM leukemia; actives 7% (n = 77,000); AID 1794778
An asterisk follows results filed as active; · = no result given; [ ] = remark or other dose. The calls were made as follows: active = growth percent below 10; inactive = the rest. Compounds were not picked by outcome; any-hit rate near 14%.

SMILES	MOLT-4	HOP-92	HOP-62	K-562	MDA-MB-435	RPMI-8226	SR	CCRF-CEM
COc1ccc(-c2ccccc2-c2nc(-c3ccccc3)c(-c3ccccc3)n2Cc2ccccc2)cc1OC	43	38	87	53	77	43	60	69
N#Cc1ccc(OC(=O)Nc2ccc(Cl)c(Cl)c2)cc1	80	·	·	44	99	5.1*	39	·
Clc1nc(N/N=C\c2ccccc2)nc(N2CCCCC2)n1	99	113	116	95	104	109	101	106
C#CC[N+]1=CN(c2ccc(C)cc2)Cc2cc(C)ccc21	95	87	106	94	100	114	90	100
Cn1ccc2c3c(ccc21)CC3=O	89	114	111	111	106	106	108	111
CN1C(=O)c2ccccc2Cc2c(NCc3ccccc3)ncnc21	100	88	102	79	28	80	75	91
CN(C)CCCC1(c2ccc(F)cc2)OCc2cc(-c3ncccc3Cl)ccc21 (stereo not given)	88	76	99	77	77	87	77	92
Clc1ccc(N=Nc2ccccc2)cc1	103	102	100	107	109	101	102	101
CCCN1CCN(C(=S)SC(SC(=S)N2CCN(CCC)CC2)C(=O)c2nnn(-c3ccc([N+](=O)[O-])cc3)c2C)CC1	92	91	105	91	98	87	70	56
O=C(NCc1ccco1)Nc1ccccc1C(F)(F)F	113	83	96	100	108	99	95	103
Clc1nc(Cl)nc(-c2cccn2-c2ccccc2)n1	86	96	108	94	105	99	89	92
COc1ccc(CCNC(=O)c2c(C)n([O-])c3ccc(OC)cc3[n+]2=O)cc1	92	·	102	86	110	97	89	101
CN1CC[C@@H](c2c(O)cc(O)c3c(=O)cc(-c4ccccc4Cl)oc23)[C@@H](O)C1	-6.1*	·	12	-24*	-91*	-32*	-4.8*	-9.5*
CNc1nc(Nc2ccc(OC)cc2)ncc1C(N)=O	54	101	88	88	96	98	76	74
Cc1cc2ccccc2c[n+]1CCc1ccccc1	72	74	77	31	81	38	50	78
COc1cc(CNC(=O)Cc2ccccc2)ccc1OCc1cn(-c2ccc(F)cc2)nn1	114	107	104	92	98	90	106	100
S=c1[nH]nc(-c2cc3ccc2CCc2ccc(cc2)CC3)n1-c1cccnc1	92	92	97	94	96	89	104	80
O=C1/C=C/[C@@H](O)[C@@H]2C[C@@H](O)C[C@H]2/C=C/CCC[C@H](CCc2ccc3ncccc3c2)O1	-36*	30	15	·	5.7*	18	·	7.4*
CC(C)CCNC(=O)[C@@H](CC(C)C)n1cccc(NC(=O)OCc2ccccc2)c1=O	104	89	101	119	106	75	111	88
CCN1CC2=C(Nc3nc(SC)[nH]c(=O)c3C2c2cc(OC)c(OC)c(OC)c2)/C(=C/c2cc(OC)c(OC)c(OC)c2)C1 (stereo not given)	83	82	104	91	94	97	83	85
O=C1c2cc(Br)ccc2Oc2cc([N+](=O)[O-])ccc2N1c1ccc(I)cc1F	85	101	102	101	102	104	·	97
O=C1CCCC/C1=C\C=C\c1c(C2CC2)nc2ccccc2c1-c1ccc(F)cc1	105	90	106	114	100	107	115	114
C#CCn1c(-c2ccc(OC)c(OC3CCCC3)c2)nc(-c2ccccc2)c1-c1ccccc1	37	56	95	54	77	42	·	59
Cn1ccc2c1-c1oncc1CCC2	119	·	113	112	108	95	100	95
COc1cc(-c2nnc(-c3c(-c4ccc(F)cc4)nc4ncccn34)o2)cc(OC)c1OC	96	·	101	90	108	86	81	99
CC(C)(C)c1ccc(OC(=O)Nc2ccccc2)cc1	57	·	111	88	107	105	76	87
COc1ccc(/C=C2\N=C3SC=C(N)N3C2=O)cc1	-16*	-8.0*	40	5.3*	9.6*	-29*	-21*	-40*
Cc1cc(=O)oc2cc(OCCCCOc3ccc(/C=C/C(=O)Nc4ccccc4[N+](=O)[O-])cc3)ccc12	108	130	109	102	112	108	88	100
Nc1nc(N)c2[nH]c(=O)[nH]c2n1	105	89	77	93	104	89	103	80
CCOC(=O)c1ccc2n1CCc1cnc(N)nc1-2	103	99	·	101	102	103	98	103

Next section, overlapping the part above by five compounds.
SMILES	MOLT-4	HOP-92	HOP-62	K-562	MDA-MB-435	RPMI-8226	SR	CCRF-CEM
CC(C)(C)c1ccc(OC(=O)Nc2ccccc2)cc1	57	·	111	88	107	105	76	87
COc1ccc(/C=C2\N=C3SC=C(N)N3C2=O)cc1	-16*	-8.0*	40	5.3*	9.6*	-29*	-21*	-40*
Cc1cc(=O)oc2cc(OCCCCOc3ccc(/C=C/C(=O)Nc4ccccc4[N+](=O)[O-])cc3)ccc12	108	130	109	102	112	108	88	100
Nc1nc(N)c2[nH]c(=O)[nH]c2n1	105	89	77	93	104	89	103	80
CCOC(=O)c1ccc2n1CCc1cnc(N)nc1-2	103	99	·	101	102	103	98	103
CCSCC1CC(O)(c2ccccc2)C(c2ccccc2)C(c2ccc(Cl)cc2)O1 (stereo not given)	·	-3.5*	16	·	-17*	4.5*	·	13
O=C(O)CNCc1ccc(Cl)cc1	107	·	114	104	105	101	98	101
Cc1ccc(O)c(C(=O)c2c[nH]c(=O)c(-c3ccccc3)c2)c1	97	85	92	88	98	88	105	109
O=S(=O)(Nc1cc(Cl)ccc1Cl)c1ccc(-c2cnc(C3CC3)o2)cc1	44	40	40	12	-12*	31	17	20
COc1cc(-c2ccc[nH]2)[nH]c1/C=C1\N=C(C)C(C(=O)CCCCC(=O)Nc2ccc(-c3c4nc(c(-c5ccccc5)c5ccc([nH]5)c(-c5ccccc5)c5nc(c(-c6ccccc6)c6ccc3[nH]6)C=C5)C=C4)cc2)=C1C	108	70	99	113	107	88	106	84
O=CN1CCc2ccc([N+](=O)[O-])cc21	95	89	96	91	99	100	·	100
O=C(Cn1c(/C=C/c2ccc([N+](=O)[O-])cc2)nc2ccccc2c1=O)Nc1ccccc1	107	52	49	80	91	94	88	101
N=c1ccn2c(n1)OC1C(O)C(CO)OC12 (stereo not given)	108	49	25	95	47	·	181	·
CCc1c(C)c2cc3c(c(C)c2oc1=O)OC[C@@H](c1ccccc1)N3	96	117	101	95	92	85	91	93
CCCC(=O)C[n+]1ccccc1	103	101	96	109	109	105	99	105
C(=N\NC1=NCCN1)/c1cccs1	104	94	95	98	101	110	96	105
CN(C)c1ccc(-c2conc2-n2nc(-c3ccccc3)nc2-c2ccccc2)cc1	98	·	93	·	103	104	102	99
CN(C)c1nc2c([nH]1)c(=O)n(C)c(=O)n2C	100	·	·	97	111	92	102	92
CCCCCCCCC(=O)c1c(OC)oc(C=O)cc1=O	94	87	113	97	98	95	103	98
CCS/C(Nc1ccccc1)=C(\C#N)C(=O)Nc1ccc(C)cc1	57	62	103	80	102	86	64	86
NS(=O)(=O)c1ccc(CCn2c(SCC(=O)N/N=C/c3cccnc3)nc3ccccc3c2=O)cc1	69	·	83	61	94	50	65	60
Clc1ccc(-c2csc(NN=C(c3ccccc3)c3ccccc3)n2)cc1	61	83	97	66	105	73	62	72
COc1ccc(-c2cnc3sc4ccccc4n23)cc1	97	122	95	96	116	100	101	107
Cc1nn(-c2ccccc2)c2nc(C(F)(F)F)nc(Nc3ccc(NCc4c(-c5ccccc5)no[n+]4[O-])cc3)c12	56	90	93	40	79	83	59	59
COc1ccc2c(c1)c(-c1nc(N)nnc1-c1cncc(Br)c1)cn2C	106	72	108	90	97	96	99	102
O=C(O)c1ccc(O)c(CN2CCN(c3cc4c(cc3F)c(=O)c(C(=O)O)cn4C3CC3)CC2)c1	101	80	75	81	92	92	92	96
Cc1ccc(NC(=O)/C=C\C(=O)O)c(C)c1	99	105	109	103	115	105	106	103
CCOC(=O)c1[nH]c(Cc2c(C)[nH]c(C)c2C(=O)OCC)c(C(=O)OCC)c1C	80	93	88	88	105	101	81	109
Cn1cnc2c(N(CCO)CCO)ncnc21	96	100	100	96	105	102	99	99
Nc1c(C(=O)Nc2ccccc2)sc2nc3c(cc12)CCCC3	16	·	50	14	-31*	15	11	13
CCOC(=O)c1c[nH]c2c(Cl)c(C)ccc2c1=O	114	85	105	109	116	105	106	105
CC1SC(c2ccc(Br)cc2)N(NC(=O)C(O)(c2ccccc2)c2ccccc2)C1=O (stereo not given)	55	77	85	67	94	77	58	71
COc1cc(-c2nc(-c3ccc(-c4nc5ccccc5[nH]4)cc3)no2)cc(OC)c1OC	53	·	81	·	73	26	47	28
O=C(c1ccccc1)c1nn(-c2ccccc2)c(=O)cc1-c1ccccc1	101	·	86	92	105	85	101	·
O=C(O)CSc1cc(Cl)ccc1Cl	99	100	107	107	101	102	97	103
CC(C(=O)c1c([O-])on[n+]1-c1ccccc1)n1ccnc1 (stereo not given)	91	89	99	99	106	99	75	98
Cc1ccccc1NC(=O)Cn1nncc1COc1ccc2ccccc2c1C=O	102	101	108	101	104	108	93	104
Oc1c(Cl)cc(Oc2cc(Cl)c(O)c(CN3CCOCC3)c2)cc1CN1CCOCC1	80	79	81	81	101	91	80	107
CCOC(=O)C1(N)CCCCC1	107	102	102	116	99	110	·	98
CCCCN1CSC(=S)N(CCCC)C1	100	92	97	94	108	110	73	89
COc1ccc(/C=C(/C(=O)N2CCCC2)c2cc(OC)c(OC)c(OC)c2)cc1	33	48	29	12	-18*	8.5*	20	14
COc1cc(C(=O)NC(=S)NCc2ccncc2)cc(OC)c1OC	86	89	107	86	104	97	74	100
CCCCCCCCCCCCCCCCCCOc1ccc(CC(=O)NCC[N+]2(C)CCOCC2)cc1	80	92	73	73	104	97	65	79
CCn1c(/C(C#N)=C/c2ccncc2)nc2ccccc21	88	105	97	99	104	147	95	·
CCOC(=O)CSc1sc(C(=O)OCC)c(N)c1C#N	88	94	103	86	101	98	86	98
O=C1CC(c2ccccc2)NN1 (stereo not given)	100	100	97	94	101	105	100	102
CC/C(=C(/c1ccc(Cl)cc1)c1ccc(OCCN2CCCCC2)cc1)c1ccc(Cl)cc1	69	85	87	26	86	76	5.2*	51
c1ccc2c(c1)ccc1c2nnc2nnnn21	84	67	112	93	114	66	·	100
O=c1c2sc3ncc(Br)cc3c2nnn1-c1cccc(Cl)c1	·	75	73	98	98	84	86	·
CC1CCCN(CCCCOc2ccc(-c3ccc(C#N)cc3)cc2)C1 (stereo not given)	83	·	98	62	99	71	87	59
CC/C(=C/c1ccccc1O)c1ccc2ccccc2[o+]1	94	97	103	92	102	·	94	99
COc1ccc(C(=O)/C=C/c2ccc(OCc3ccc(Cl)cc3)cc2)cc1OC	90	104	104	68	91	88	78	73[100 µM]
CCCCN=C(N)N	118	104	102	96	110	98	105	104
O=c1/c(=C/c2ccccn2)sc2nc3ccccc3n12	105	92	94	106	102	100	97	101
[N-]=[N+]=NCCCC[C@@H]1N=C(c2ccc(Br)cc2)Nc2nc3ccccn3c2C1=O	79	106	90	·	106	94	·	102

Gathered by group, the compounds so far with a CF3 group (2)
SMILES	MOLT-4	HOP-92	HOP-62	K-562	MDA-MB-435	RPMI-8226	SR	CCRF-CEM
O=C(NCc1ccco1)Nc1ccccc1C(F)(F)F	113	83	96	100	108	99	95	103
Cc1nn(-c2ccccc2)c2nc(C(F)(F)F)nc(Nc3ccc(NCc4c(-c5ccccc5)no[n+]4[O-])cc3)c12	56	90	93	40	79	83	59	59

(cont.)
SMILES	MOLT-4	HOP-92	HOP-62	K-562	MDA-MB-435	RPMI-8226	SR	CCRF-CEM
COc1cccc(-c2nn(-c3ccccc3)cc2-c2ccnc(N3CCN(C(=O)Nc4ccc(F)cc4)CC3)c2)c1	19	63	102	31	50	21	25	32
CCO/N=C(/N)c1ncn(Cc2ccccc2)c1NCC(OCC)OCC	101	97	102	108	103	103	·	106
COc1ccc(C(C)(C)C)cc1C(=O)c1ccccc1	107	89	95	107	106	100	99	107
Cc1ccc2nc(-c3ccc(-c4nnc(SCC(=O)Nc5ccccc5)o4)cc3)[nH]c2c1	90	84	101	84	102	79	80	83
C=C(C)[C@@H]1CC[C@]2(C=O)CC[C@]3(C)[C@H](CC[C@@H]4[C@@]5(C)CCC(=O)NC(C)(C)[C@@H]5CC[C@]43C)[C@@H]12	89	92	98	82	99	84	85	91
N#Cc1c(NC(=O)c2ccco2)[n+]([O-])c2cc(F)c(F)cc2[n+]1[O-]	75	-4.8*	120	57	98	18	8.4*	67
O=C(O)c1cccc(N2C(=O)/C(=C/C3=Cc4ccccc4OC3)SC2=S)c1	98	90	101	98	102	93	·	96
O=C1CSC(c2ccc(Cl)cc2)N1Cc1ccc2c(c1)OCO2 (stereo not given)	82	73	116	97	97	100	·	91
CN(C)C1CCC(NC2=CC(=O)C=CC2=O)CC1 (stereo not given)	102	118	116	111	114	111	·	107
COc1ccc(Cn2cc(Cn3c(=O)c(-c4nc5ccccc5[nH]4)cc4ccccc43)nn2)c(OC)c1OC	18	-2.2*	9.3*	9.9*	-80*	16	22	23
CO[C@H](/C(C)=C/C=C/C=C(C)/C=C/C[C@H](O)CC(=O)/C=C/C=C(C)/C=C/[C@@H](C)NC(=O)[C@H](C)C/C=C/C[C@@H](O)Cc1ccc(O)cc1)[C@@H](C)C(=O)O	88	102	112	104	102	100	103	107
Brc1ccc(COc2ccc(Nc3ncnc4onc(-c5ccccc5)c34)cc2)cc1	83	75	102	76	90	82	78	87
CCOC(=O)c1cc(C(=O)c2cc(OC)c(OC)c(OC)c2)n2nc(C)ccc12	18	50	51	9.6*	3.2*	18	23	17
COC(=O)c1ccc(-n2cc(CCCOS(=O)(=O)c3ccc(I)cc3)nn2)cc1	97	92	100	96	99	97	95	97

Screens (PubChem)
